# TSHR antagonist: blocks TSH signaling through the human TSH receptor | P16473 | TSHR-expressing cells, TSH-stimulated cAMP HTRF, 2 h; stronger effect = lower value | activity change, negative = inhibition, % at 11.5 µM | 0.2% of 330,000 active | AID 504810;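 active = activity change below a set negative limit, meaning inhibition stronger than a set level, cut at about -70% in these data; inconclusive = activity change between two set negative limits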; note: % is set by controls: 0 for no effect and ±100 for the full control effect
#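 TSHR-expressing cells were treated with compounds, then stimulated with TSH at EC80 (4nM final) for 2 hours at 37 deg C. Cellular cAMP was measured by HTRF competition between lysate cAMP and cAMP-d2 for a cryptate-labelled anti-cAMP antibody.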
# PKM2 activator: increases activity of human pyruvate kinase M2 | purified PKM2, Kinase-Glo ATP luminescence, activation; response scale: 0% is enzyme alone, no compound | Potency, µM (doses to about 57.5 µM), without a hit: at the top dose activation, actives largely listed as activators | AID 1631 | 0.34% of 260,000 active; note: potency is the fitted concentration of half-maximal effect; % is set by controls: 0 for no effect and ±100 for the full control effect; nearly all actives have a fitted effect of over 55% in size
#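 Purified hPK-M2 (>95%) run at intermediate activity with 0.1 mM ADP and 0.5 mM PEP in 50 mM imidazole pH 7.2, KCl, MgCl2; 1 h room temperature. ATP formed read by Kinase-Glo luminescence; normalized to uninhibited and no-enzyme controls.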
# MBNL1 CUG block: inhibitors of human MBNL1 binding to CUG repeat RNA. Q9NR56. TR-FRET MBNL1-His/biotin-(CUG)12 binding, 665/545 ratio. Potency, µM (top dose mostly 57.5 µM), for the others: at the highest dose activity change, negative = inhibition, usual class: inhibitors. 0.036% of 280,000 active; active = well fitted inhibition curve with a large enough effect in the signal ratio, with a control signal flat, not every such curve was filed as active; inconclusive = small, poorly fitted or top-dose-only effect, or effect the other way, or a change in a side signal; inactive = no such curve, though single readings can be large or run the other way; the % refers to the signal ratio; note: potency is the fitted concentration of half-maximal effect; % is set by controls: 0 for no effect and ±100 for the full control effect
#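 TR-FRET between His-tagged MBNL1 and biotin-(CUG)12 RNA, detected with Tb anti-His antibody (0.055 ng/ul) and streptavidin-XL665 (5 nM), 60 min at room temperature. Compounds titrated 92 nM to 58 uM; 665/545 nm ratio normalized to buffer and complex controls.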
# S-ASM inh: inhibitors of human secretory acid sphingomyelinase. 0.006% of 340,000 active. Potency, µM (top dose mostly 57.5 µM), for inactives: at the top dose activity change, negative = inhibition, usual class: inhibitors. placental ASM, HMU-PC fluorogenic substrate, 60 min. P17405; note: potency is the fitted concentration of half-maximal effect
#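 Human placenta-derived ASM enzyme was preincubated with compound for 10 minutes at room temperature, then given fluorogenic substrate HMU-PC0 (9 uM final) for 60 minutes at 37 °C; a pH 10 stop preceded fluorescence reading at Ex 386/Em 447 nm.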
# GALK inhibitor: inhibitors of human galactokinase; Purified GALK, Kinase-Glo residual ATP luminescence; Potency, µM (highest dose often 57.5 µM), for inactives: top-dose activity change, negative = inhibition, usual class: inhibitors; 0.007% of 270,000 active; AID 1868; note: potency is the fitted concentration of half-maximal effect; % is set by controls: 0 for no effect and ±100 for the full control effect
#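 Human GALK (5 nM) with 35 uM ATP and 100 uM galactose in 20 mM HEPES pH 8.0, 5 mM MgCl2, 60 mM NaCl, 1 mM DTT, 0.01% BSA. After 1 h at room temperature, leftover ATP was read by Kinase-Glo Plus luminescence.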
# Eya2 phos inh: blocks the phosphatase activity of human Eya2; O00167; recombinant Eya2, OMFP fluorescence dephosphorylation (OMFP is methylfluorescein phosphate); Potency, µM (doses to about 76.9 µM), for inactives: at the top dose activity, negative = inhibition, most hits filed as inhibitors; 0.006% of 330,000 active; AID 488837; note: potency is the fitted concentration of half-maximal effect; % is set by controls: 0 for no effect and ±100 for the full control effect
#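 Eya2 protein (added as 0.2 uM solution) was preincubated with compound for 10 min at ambient temperature in 50 mM HEPES pH 7.5, 50 mM NaCl, 5 uM MgCl2, 0.05% BSA, 1 mM DTT. OMFP (added at 50 uM) then reacted 10 min; fluorescence read at 485/525 nm.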
# Menin MLL FP TR: displaces Texas Red mutant MLL peptide from human menin | Menin + Texas Red MLL mutant peptide, fluorescence polarization | Potency, µM (titrated, usually from 61.6 µM), inactives show at the highest dose FP activity change, negative = inhibition, usual class: inhibitors | 0.23% of 270,000 active | AID 1768; active = well fitted inhibition curve with a large enough effect in the polarisation, with a control signal flat, not every such curve was filed as active; inconclusive = small, poorly fitted or top-dose-only effect, or effect the other way, or a change in a side signal; inactive = no such curve, though single readings can be large or run the other way; the % refers to the polarisation; note: potency is the fitted concentration of half-maximal effect; % of control where 0% means no effect; many of its hits are not listed in these tables
# KCNH2 WT inh: blocks the wildtype human KCNH2 potassium channel; activity change, % at 1.84 µM; AID 720551; 0.37% of 340,000 active; U2OS, BacMam KCNH2, thallium flux FluxOr; stronger effect = lower value; Q12809;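 active = maximum activity change below -70%; inconclusive = maximum activity change between -70% and -50%; inactive = maximum activity change above -50%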; note: % is set by controls: 0 for no effect and ±100 for the full control effect
# Target sequence (Q12809 whole entry, looked up): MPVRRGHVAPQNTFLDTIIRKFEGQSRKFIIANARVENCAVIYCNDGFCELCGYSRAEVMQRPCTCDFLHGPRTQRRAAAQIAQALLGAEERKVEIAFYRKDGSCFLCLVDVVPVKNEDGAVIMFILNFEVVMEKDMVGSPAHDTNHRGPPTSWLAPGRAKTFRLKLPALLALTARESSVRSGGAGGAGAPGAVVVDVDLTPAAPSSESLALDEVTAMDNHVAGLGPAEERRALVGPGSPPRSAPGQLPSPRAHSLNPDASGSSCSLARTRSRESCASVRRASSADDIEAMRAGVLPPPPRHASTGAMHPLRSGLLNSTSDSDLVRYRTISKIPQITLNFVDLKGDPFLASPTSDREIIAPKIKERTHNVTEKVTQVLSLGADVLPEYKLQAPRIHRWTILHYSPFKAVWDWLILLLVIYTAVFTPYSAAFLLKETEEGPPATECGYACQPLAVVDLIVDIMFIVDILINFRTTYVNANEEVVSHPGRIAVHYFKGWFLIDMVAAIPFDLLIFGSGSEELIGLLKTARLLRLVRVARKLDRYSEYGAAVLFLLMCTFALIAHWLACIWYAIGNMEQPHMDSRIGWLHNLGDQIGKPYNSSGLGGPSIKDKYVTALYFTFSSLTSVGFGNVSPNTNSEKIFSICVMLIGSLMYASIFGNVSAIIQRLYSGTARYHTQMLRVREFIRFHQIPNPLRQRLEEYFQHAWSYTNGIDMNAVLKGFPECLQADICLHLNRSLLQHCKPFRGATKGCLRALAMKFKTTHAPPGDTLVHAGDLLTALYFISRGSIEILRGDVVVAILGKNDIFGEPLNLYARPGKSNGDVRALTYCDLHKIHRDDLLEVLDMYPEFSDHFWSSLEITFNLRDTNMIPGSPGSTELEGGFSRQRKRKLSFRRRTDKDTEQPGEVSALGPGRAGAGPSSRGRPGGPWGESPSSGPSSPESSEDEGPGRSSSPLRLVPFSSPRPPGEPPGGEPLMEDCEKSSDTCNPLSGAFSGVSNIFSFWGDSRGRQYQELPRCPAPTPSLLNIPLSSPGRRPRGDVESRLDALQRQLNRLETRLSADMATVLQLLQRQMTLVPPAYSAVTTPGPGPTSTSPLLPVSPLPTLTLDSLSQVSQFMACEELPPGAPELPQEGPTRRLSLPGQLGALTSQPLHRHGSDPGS
#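 U2OS cells transduced with wild-type KCNH2 virus are loaded with FluxOr dye for 45 min, and thallium flux is measured in kinetic reads before and after stimulation buffer. Rate constants are normalized to DMSO controls.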
# Mito fusion act: mitochondrial division inhibition or fusion activation; Potency, µM (highest dose often 46.1 µM), without a hit: at the top dose growth rescue (activation), hits mostly activators; 0.23% of 320,000 active; AID 485298; S. cerevisiae fusion-defective mutant growth rescue, CellTiterGlo 48 h;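 note: potency is the fitted concentration of half-maximal effect; % of control where 0% means no effect; nearly all actives have a fitted effect of over 45% in size; temperature-sensitive fusion mutants such as fzo1-1 at 37 °C on non-fermentable ethanol glycerol medium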
#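 Yeast fusion mutant, YPEG (non-fermentable carbon), compound, 48 h at 37C non-permissive; CellTiterGlo added, 10 min RT, luminescence read. Rescued growth = division inhibition.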
# Chronic BCR inh: inhibitors of chronic active B-cell receptor signaling | ABC-DLBCL IkBa-CBG/CBR reporter, luminescence ratio, 4 h | Potency, µM (series often up to 46.1 µM), for the others: at the top dose ratio change, negative = lower green/red ratio, usual class: inhibitors | 0.05% of 340,000 active | AID 493014; active = well fitted inhibition curve with a large enough effect in the signal ratio, with a control signal flat, not every such curve was filed as active; inconclusive = small, poorly fitted or top-dose-only effect, or effect the other way, or a change in a side signal; the % refers to the signal ratio;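 note: potency is the fitted concentration of half-maximal effect; plate controls were basal doxycycline-induced cells for no effect and cells given 10 µM MG132 for full effect; MG132 reads +100%, hits lower the ratio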
#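 Compounds up to 46 uM were incubated four hours with TMD8 cells whose green CBG68 luciferase is fused to IkappaBalpha; red CBR luminescence normalised the signal, and concentration-effect curves were fitted to fusion, red and ratio data.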
# USP2a block: inhibitors of human ubiquitin-specific protease USP2a; O75604; USP2 core, Ub-CHOP2 coupled fluorogenic reporter, 485/531; 0.01% of 330,000 active; Potency, µM (top dose mostly 38.3 µM), for the others: at the top dose activity change, negative = inhibition, hits mostly inhibitors;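 note: potency is the fitted concentration of half-maximal effect; plate controls were DMSO wells for no effect and full inhibition by NEM control for full effect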
#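 USP2 core (10nM final) preincubated 30min RT with compound in 20mM Tris-HCl pH 8.0, 2mM CaCl2, 2mM beta-mercaptoethanol, 0.05% CHAPS; 25nM Ub-CHOP2 plus 25nM reporter substrate added, fluorescence (Ex485/Em531) read after 60min.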
# * hit, by the source's call; i = inactive; ? = inconclusive; / = not tested or not shown; [ ] = dose if it differs, or a comment. Unless noted, calls come from the whole dose curve; as a rule, active = well fitted curve in the direction sought with a large enough effect; inconclusive = small, poorly fitted or top-dose-only effect, or another doubt; inactive = no such curve, though single readings can be large; an effect the other way counts as inactive or inconclusive. An excerpt (hit frequency here may not be typical).
SMILES,TSHR antagonist,PKM2 activator,MBNL1 CUG block,S-ASM inh,GALK inhibitor,Eya2 phos inh,Menin MLL FP TR,KCNH2 WT inh,Mito fusion act,Chronic BCR inh,USP2a block
CCCCn1c(C)c(C(=O)OCC)c2c(CN3CCOCC3)c(O)ccc21,-2,14%,-3%,4%,-2%,-2%,/,4,2%,-28%,-4%
O=c1[nH]c(=O)n(Cc2ccco2)c(O)c1C=NCc1cccs1,/,28µM*,-2%,3%,2%,/,1%,37,2%,/,/
CCC(C)n1c(O)c(C=NC(C)c2ccccc2)c(=O)[nH]c1=S (centres undefined),25,-13%,2%,-6%,3%,8%,/,-2,8%,0%,-16%
COC(=O)C1=C(c2ccccc2OCc2ccccc2)C[C@@H]2CC[C@H]1N2C(=O)NCc1cccc(C(F)(F)F)c1,-32,/,/,1%,/,-18%,/,7,19%,-7%,-1%
CCC1(OC(=O)CN)C(=O)OCc2c1cc1n(c2=O)Cc2cc3ccccc3nc2-1 (centres undefined),-18,1%,?,i,3%,4%,-27%,1,0.79µM*,?,2%
NNC(=S)NCCc1ccccc1,-13,-4%,-3%,6%,0%,5%,3%,9,-5%,?,-6%
CC(C)Cc1[nH]c(=O)c(C#N)c2c1CCC2,1,-3%,12%,0%,1%,-15%,-4%,2,17%,-6%,-6%
COC(=O)C1=Nc2ccccc2/C1=C\c1c(O)n(-c2ccc(Br)cc2)c(=O)[nH]c1=O,6,22%,/,2%,1%,5%,?,10,4%,1%,1%
CCN1c2nc3ccccn3c(=O)c2CC2(C(=O)N(C)C(=O)N(C)C2=O)C1C (centres undefined),4,5%,0%,4%,2%,-3%,-5%,1,0%,?,2%
CCCCCn1c(=O)c(C(=O)Nc2ncccc2C)c(O)c2ccccc21,0,3%,3%,-15%,-1%,?,1%,6,-2%,0%,0%
CCOC(=O)CSc1ccc2ccccc2n1,-3,1%,-6%,-2%,1%,1%,?,-16,3%,?,4%
Cc1ccc(C)c(-n2c(C)nc3ccccc3c2=O)c1,-1,14%,-14%,1%,-3%,3%,/,2,7%,-7%,-1%
O=S1(=O)CCN(CCc2c[nH]c3ccccc23)CC1,-6,1%,-4%,2%,8%,-25%,-2%,3,-1%,-3%,0%
COC(=O)C1=C(c2ccc(F)cc2F)C[C@@H]2CC[C@H]1N2C(=O)NCC1CC1,-6,/,/,1%,/,10%,/,-22,-5%,-1%,1%
CCOc1cccc(N2C(=O)/C(=C/c3ccco3)C(=O)NC2=S)c1,6,-1%,5%,4%,-2%,?,?,-11,2%,2%,4%
CN1CCN(Cc2cc3c(cc2[N+](=O)[O-])OCO3)CC1,-3,-3%,?,7%,4%,4%,-26%,-8,-2%,1%,0%
Cc1cccc(N2C(=O)NC(=O)C3(Cc4cc(C)ccc4N(C)C3)C2=O)c1 (centres undefined),27,1%,-8%,0%,1%,-1%,6%,-14,11%,0%,1%
COc1cccc(N2C(=O)NC(=O)/C(=C\c3ccc([N+](=O)[O-])s3)C2=O)c1,0,-6%,?,-17%,3%,18%,61%[activator],-5,2%,14%,1%
CCCCn1c(O)c(C=NCCCN(CC)CC)c(=O)[nH]c1=O,14,-1%,-1%,4%,10%,1%,10%,20,0%,-1%,0%
CN(C)C(=O)Oc1ccc(C(=O)c2ccccc2)cc1,-3,3%,-4%,-1%,0%,-15%,-19%,-11,3%,-3%,1%
N=Cc1c(O)n(-c2cccc(Cl)c2)c(=O)[nH]c1=O,7,0%,-1%,3%,0%,12%,-1%,5,-4%,1%,-5%
CCCCOP(=O)(OCCCC)C(Nc1ccccc1)c1ccc2c(c1)OCO2 (centres undefined),-12,-4%,4%,2%,0%,-17%,-13%,0,?,5%,1%
O=C(C1CCN(CC2CCCCC2)CC1)N1CCCC1,-7,-3%,?,-4%,1%,0%,-19%,2,-8%,-7%,0%
CCOC(=O)C1=CC(=C2C(=O)N(CC)C(=S)N(CC)C2=O)c2ccccc2O1,1,2%,12%,1%,-4%,14%,30%,-18,-8%,-6%,4%
Cc1cc(/C=C2\C(=O)NC(=O)N(c3ccc(Cl)cc3)C2=O)c(C)n1-c1sc2c(c1C#N)CCCC2,15,26%,5%,-7%,-6%,-4%,0%,-2,22%,-6%,3%
CC(C)(C)NC(=O)C(=O)N/N=C/c1ccc(F)cc1,31,-10%,-1%,1%,8%,5%,1%,-4,?,?,1%
C[Se]C[C@@H](N)C(=O)O,6,/,/,5%,/,-33%,/,4,6%,0%,1%
Cc1cc(OCC(=O)NCC(O)c2ccccc2)c2c3c(c(=O)oc2c1)CCC3 (centres undefined),-1,/,-4%,-5%,4%,1%,/,6,2%,-11%,-1%
O=c1c2ccccc2nc(/C=C/c2ccc(O)c(O)c2)n1-c1ccccc1,11,10%,10%,4%,-18%,28%,?,-3,0%,?,1%
CN1C(=O)C(=Cc2ccc(OCCN(C)c3ccccn3)cc2)C(=O)N(C)C1=O,7,?,-4%,-1%,1%,7%,1%,-3,3%,4%,11%
CC1(C)NCCN2C(=O)CSC21 (centres undefined),29,4%,-15%,2%,2%,-4%,-9%,16,2%,?,2%
CCNC(=O)O/N=C(\C)c1sc(-c2ccccc2)nc1C,15,1%,?,-2%,4%,1%,?,-7,-1%,2%,-4%
CNS(=O)(=O)c1ccc(N=Cc2c(O)n(-c3ccccc3)c(=O)[nH]c2=O)cc1,-4,1%,4%,1%,-1%,-8%,-1%,-5,-5%,-3%,2%
COc1ccc(CN2CCCC(C(=O)c3cccc(Cl)c3)C2)cc1 (centres undefined),1,-2%,-8%,4%,-2%,-1%,-16%,14,6%,1%,4%

# In the list so far, eight have an NH in an aromatic ring.
SMILES,TSHR antagonist,PKM2 activator,MBNL1 CUG block,S-ASM inh,GALK inhibitor,Eya2 phos inh,Menin MLL FP TR,KCNH2 WT inh,Mito fusion act,Chronic BCR inh,USP2a block
O=c1[nH]c(=O)n(Cc2ccco2)c(O)c1C=NCc1cccs1,/,28µM*,-2%,3%,2%,/,1%,37,2%,/,/
CCC(C)n1c(O)c(C=NC(C)c2ccccc2)c(=O)[nH]c1=S (centres undefined),25,-13%,2%,-6%,3%,8%,/,-2,8%,0%,-16%
CC(C)Cc1[nH]c(=O)c(C#N)c2c1CCC2,1,-3%,12%,0%,1%,-15%,-4%,2,17%,-6%,-6%
COC(=O)C1=Nc2ccccc2/C1=C\c1c(O)n(-c2ccc(Br)cc2)c(=O)[nH]c1=O,6,22%,/,2%,1%,5%,?,10,4%,1%,1%
O=S1(=O)CCN(CCc2c[nH]c3ccccc23)CC1,-6,1%,-4%,2%,8%,-25%,-2%,3,-1%,-3%,0%
CCCCn1c(O)c(C=NCCCN(CC)CC)c(=O)[nH]c1=O,14,-1%,-1%,4%,10%,1%,10%,20,0%,-1%,0%
N=Cc1c(O)n(-c2cccc(Cl)c2)c(=O)[nH]c1=O,7,0%,-1%,3%,0%,12%,-1%,5,-4%,1%,-5%
CNS(=O)(=O)c1ccc(N=Cc2c(O)n(-c3ccccc3)c(=O)[nH]c2=O)cc1,-4,1%,4%,1%,-1%,-8%,-1%,-5,-5%,-3%,2%
